From PubChem BioAssay
E coli growth = counter-screen for AddAB inhibitors: E. coli growth inhibition; 330,000 compounds, 0.27% hits; inhibition, % at 11.9 µM; E. coli V3065 growth, OD600 absorbance, 18 h;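 active = inhibition above the campaign's mean inhibition across all tested compounds plus 3 SD, cut at about 9.9% in these data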;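 note: uninfected addAB+ strain grown without phage in ampicillin broth; 0% = DMSO wells and 100% = ciprofloxacin 0.95 µg/ml wells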
phage Ecoli inh = E. coli growth loss with phage present; growth absorbance; inhibition, % at 11.9 µM; 360,000 compounds, 0.26% hits; AID 651602; in the data active = inhibition above about 11%
AddAB inh = less growth of phage-infected E. coli with AddAB; E. coli expressing H. pylori AddAB, absorbance growth; inhibition, % at 11.9 µM; 330,000 compounds, 0.29% hits; in the data active = inhibition above about 12%;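 note: 0% = vehicle wells of infected cells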
MOR-DOR inv ag = inverse agonist of human OPRM1-OPRD1 heterodimerization; P35372+P41143; inhibition, % at 9.3 µM; cell-based MOR-DOR heterodimer luminescence, inverse agonism; 340,000 compounds, 0.21% hits; AID 504357; in the data active = inhibition above about 22%, passing the limit was not always enough;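 note: 0% = cells with DMSO and 100% = wells without cells with DMSO; values of inactives mirror those of a sister screen read the other way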
Pemphigus Ab inh = blocks pemphigus antibody binding to human desmoglein-3; binding (percent of control), % at 10 µM; AID 588358; DSG3-coupled beads, scFv-anti-DSG3-GFP binding, flow cytometry; active compounds read low; P32926; 310,000 compounds, 0.48% hits;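 active = binding more than 3 SD below its plate's average and above zero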;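 note: hits lower antibody fragment binding to DSG3; some compounds called inactive have numbers as strong as hits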
Target sequence (P32926 whole entry, looked up, the tested form may be a part): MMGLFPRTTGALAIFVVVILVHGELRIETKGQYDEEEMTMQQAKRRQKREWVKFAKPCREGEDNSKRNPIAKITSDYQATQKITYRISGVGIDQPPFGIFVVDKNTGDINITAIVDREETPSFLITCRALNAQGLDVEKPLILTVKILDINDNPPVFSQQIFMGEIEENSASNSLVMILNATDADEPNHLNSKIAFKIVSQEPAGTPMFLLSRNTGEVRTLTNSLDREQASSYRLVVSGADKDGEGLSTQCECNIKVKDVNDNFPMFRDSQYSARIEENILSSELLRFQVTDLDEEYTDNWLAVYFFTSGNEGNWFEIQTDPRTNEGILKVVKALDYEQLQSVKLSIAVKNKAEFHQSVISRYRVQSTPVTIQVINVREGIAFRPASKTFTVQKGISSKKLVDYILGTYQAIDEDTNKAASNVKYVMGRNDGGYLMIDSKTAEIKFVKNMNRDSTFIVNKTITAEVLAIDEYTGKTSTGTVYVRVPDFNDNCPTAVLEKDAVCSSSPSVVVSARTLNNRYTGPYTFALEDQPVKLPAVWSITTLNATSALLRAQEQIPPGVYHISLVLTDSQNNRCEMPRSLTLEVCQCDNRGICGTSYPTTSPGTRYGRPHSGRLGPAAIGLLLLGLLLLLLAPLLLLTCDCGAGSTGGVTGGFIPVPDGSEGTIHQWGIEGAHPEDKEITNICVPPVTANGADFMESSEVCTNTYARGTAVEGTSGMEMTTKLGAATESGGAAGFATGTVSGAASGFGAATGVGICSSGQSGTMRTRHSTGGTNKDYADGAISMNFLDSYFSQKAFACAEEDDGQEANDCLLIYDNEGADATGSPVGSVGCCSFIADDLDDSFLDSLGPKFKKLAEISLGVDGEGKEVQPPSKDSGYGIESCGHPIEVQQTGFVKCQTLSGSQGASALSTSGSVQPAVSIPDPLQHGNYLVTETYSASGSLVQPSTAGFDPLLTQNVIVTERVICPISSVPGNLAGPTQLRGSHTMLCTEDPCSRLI
HTR5A ag ctr = counter-screen for OPRM1-OPRD1 agonists: human HTR5A agonism; activation, % at 9.3 µM; 340,000 compounds, 0.61% hits; HTR5A agonist assay, luminescence, cell-based; P47898; in the data active = activation mostly above about 9.5%, no sharp cut-off; inactive = mostly below about 7.6%;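 note: 0% = cells with vehicle only and 100% = reference agonist; strong numbers were not always called active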
OPRM1-OPRD1 ag = OPRM1-OPRD1 heterodimerization agonism | AID 504326 | 340,000 compounds, 0.3% hits | cells, luminescence | P35372+P41143 | activation, % at 9.3 µM; in the data active = activation above about 18%;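 note: 0% = vehicle-treated cells and 100% = reference agonist; values of inactives mirror those of a sister screen read the other way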
HTR5A inv ag = inverse agonist of human HTR5A in OPRM1-OPRD1 counter-screen. P47898. HTR5A cell line, luminescence, inverse agonism. inhibition, % at 9.3 µM. 340,000 compounds, 0.083% hits. AID 504634; in the data active = inhibition mostly above about 23%, no sharp cut-off; inactive = mostly below about 18%;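 note: 0% = cells with DMSO and 100% = no-cell wells with DMSO; some compounds called inactive have numbers as strong as hits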
Mot1-301 SUMO = blocks SUMOylation pathway, rescuing yeast Mot1-301 growth | S. cerevisiae Mot1-301 growth rescue, ATP luminescence, 38.5C; percent above DMSO median, 100 means doubled | 320,000 compounds, 1% hits | growth rescue, % at 18.8 µM;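 active = every valid replicate shows activation above 250% relative to neutral control wells; inactive = the rest, any valid replicate at or below 250%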;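 note: OY570 slx delta 5 strain wells were the positive control but not used for scaling; some compounds called inactive have numbers as strong as hits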
PKA-R1A activ = activators of PKA-R1A complex; activation, % at 11.4 µM; PKA-R1A dissociation, Cy5-IP20 fluorescence polarization; scaled: DMSO 0%, 113 µM cGMP 100%; P00514+P68181; 340,000 compounds, 0.083% hits;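 active = percent activation above the mean of all tested compounds plus 3 SD, cut at about 19% in these data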;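 note: higher means more PKAc released from R1A so a rise in polarization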
PfHsp90 set2 = reduces growth (ATP signal) of yeast expressing P. falciparum Hsp90; S. cerevisiae expressing PfHsp90, BacTiter-Glo ATP, 48 h; yeast lacking PDR1 and PDR3 efflux regulators; inhibition, % at 9.4 µM; 310,000 compounds, 0.32% hits;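 active = every replicate shows inhibition above about 80%, whatever the replicate mean, limit read from the data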;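 note: 0% = DMSO neutral controls and 100% = 20 µM radicicol positive controls; yeast relying on Plasmodium falciparum Hsp90 in place of its own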
Numbers without * were called inactive; . = no result given.

compound	HTR5A inv ag	Pemphigus Ab inh	OPRM1-OPRD1 ag	AddAB inh	Mot1-301 SUMO	HTR5A ag ctr	PKA-R1A activ	E coli growth	PfHsp90 set2	MOR-DOR inv ag	phage Ecoli inh
CC(=O)c1ccc(NC(=O)C2CCCN2S(=O)(=O)c2cccs2)cc1 (stereo unspecified)	-13	109	-2.5	0.9	255	6	-9	-1.5	21	16	-1.5
Cc1ccc(NC(=O)c2c(C)nn(-c3ccccc3)c2Cl)c(C)c1	8	99	-0.4	1.9	22	3	0	-1.8	.	2	0.0
Cc1cc(C(F)(F)F)nn1CC(=O)NNC(=S)Nc1ccc(Cl)cc1	-1	105	-1.6	2.3	-18	-2	1	0.9	33	8	5.5
CCC(=O)N1CCc2cc(S(=O)(=O)NC(Cc3ccccc3)C(=O)NC3CCCC3)ccc21 (stereo unspecified)	2	.	0.8	2.3	-8	2	-5	-1.6	.	-4	-2.9
CCOc1ccccc1N1CC(C(=O)Nc2ccccc2N2CCCC2)CC1=O (stereo unspecified)	-6	107	-1.8	1.6	-2	2	1	-1.3	-9	11	4.0
O=C(O)c1ccc(S(=O)(=O)c2ccc(Sc3ccc(C(=O)O)c(C(=O)O)c3)cc2)cc1	-1	99	-1.7	5.2	-12	-2	-3	1.2	5	8	2.2
CCN(CC)CCCn1c(=S)[nH]c2ccccc2c1=O	-2	.	-0.1	1.7	8	5	-13	5.0	.	1	4.2
Clc1cccc(OCCn2cncn2)c1Cl	-6	67	-2.7	-2.7	9	1	-8	-2.9	21	14	-0.4
CCCCCn1c(C(Cc2ccccc2)NC(=O)COC)nc2ccccc21 (stereo unspecified)	-9	101	-1.1	-4.2	238	0	-9	1.4	10	6	1.5
COc1ccc(CSCC(=O)NCCC(C)C)cc1	25	99	-2.8	0.8	-5	6	-16	0.3	6	15	5.2
CCCC(=O)Nc1nnc(-c2ccc3c(c2)OCCO3)o1	22	96	-1.1	0.2	14	-1	11	-0.2	11	5	1.4
Cc1nn(-c2ccccc2)c(C)c1NC(=O)COC(=O)c1cccc(OC(F)F)c1	14	101	-0.9	1.0	-18	4	4	-0.6	-11	6	0.4
COc1ccc(-c2nc(NC(=O)c3ccc(OCC(=O)N4CCOCC4)c(OC)c3)sc2C)cc1	-5	92	4.8	2.1	2	2	1	-0.1	-26	-29	2.9
CS(=O)(=O)N1CCN(c2ccc([N+](=O)[O-])c(SCc3ccco3)c2)CC1	.	105	.	-3.6	-4	.	.	-2.1	-1	.	2.9
Cc1cc(C)c2nc(N3CCC(C(=O)N4CCCC4)CC3)sc2c1	3	97	-0.7	6.0	136	12	2	-0.8	3	4	1.4
COc1cccc(OC)c1OCCCNC1CCCC1	6	111	-1.8	5.4	6	-2	6	2.2	20	9	0.2
CCn1c(=S)sc2c(=O)n(CC(=O)Nc3cc(OC)ccc3OC)c(C)nc21	-2	109	-1.9	-0.7	6	8	5	-1.4	-50	10	1.8
CC1=C(C(=O)NCCCOC(C)C)C2(CCC(C)CC2)OC1=O (stereo unspecified)	7	81	-0.6	-1.4	-12	-3	-10	-0.1	-13	3	1.8
COc1cc(/C(C)=N/Nc2ccc(C(=O)O)cc2)cc(OC)c1OC	13	102	-1.6	3.3	-15	1	-9	1.3	-3	7	4.1
Cn1c(CSCc2ccc(Cl)cc2)n[nH]c1=S	-9	97	-2.5	-0.2	-6	-16	-1	-0.6	-21	12	4.0
CCc1nnc(NC(=O)CSc2nnnn2-c2cccc(C(C)=O)c2)s1	-4	97	-1.3	1.3	0	-3	4	-1.4	-8	7	3.2
CC(=O)c1cccc(N(CC(=O)NC2CCCCC2)C(=O)CCC(=O)Nc2nc(C)cs2)c1	-22	114	0.5	1.7	-6	-3	4	-3.8	-28	-4	-0.4
CCOC(=O)c1c(N2CCN(c3ccccc3)CC2)cc(C)nc1C	3	105	-2.0	.	31	6	-1	.	-3	11	-3.2
O=S(=O)(c1ccccc1)c1nc(-c2ccccc2)oc1N1CCCCC1	22	98	0.7	1.9	-5	3	-1	0.5	-9	-4	-0.2
O=C(COc1ccccc1-c1ccccc1)N/N=C/c1cccc2ccccc12	-31	102	-2.0	-1.8	-2	7	0	0.1	-14	12	1.0
Clc1ccc2nc(CSc3ccccc3)cn2c1	-9	81	-2.2	5.2	2	-1	3	-1.4	-43	11	4.2
CCOc1ccc(C(=O)Nc2nnc(S(=O)(=O)N(C)Cc3ccco3)s2)cc1	-19	100	-0.5	5.2	-10	5	-1	-0.5	-6	3	0.5
COc1ccccc1C(=O)OCC(=O)NC(=O)NC1CCCCC1	2	100	-0.3	.	.	2	4	.	2	1	1.5
C1CCN(c2nc3nonc3nc2NCC2CCOCC2)CC1	-36	90	-0.3	-0.1	8	5	-3	0.1	23	1	.
CCOc1ccc2cc(S(=O)(=O)N3CCCCC3)ccc2c1	-10	98	1.3	-1.9	22	4	3	-2.5	-1	-7	3.1
COC(=O)CCNC(=O)c1ccc2nc(Cc3ccc(OC)cc3)oc2c1	-10	109	-2.4	0.9	-4	3	-5	-1.6	-11	12	-0.7
CC(C)c1ccc(NC(=O)Cc2c(C(=O)O)n(C)c3ccccc23)cc1	7	102	0.0	0.7	-7	-2	4	2.6	-7	0	0.0
CC(C)c1ccc(CN2CCN(S(=O)(=O)c3ccc(Cl)s3)CC2)cc1	-27	106	1.0	2.3	.	11	-12	-0.6	15	-4	1.8
O=c1onc(-c2ccccc2Cl)n1-c1ccccc1Cl	-12	.	8.1	1.5	3	3	9	1.6	-20	-40	3.3
CCn1c(SCC(=O)Nc2ccc3c(c2)oc2ccccc23)nnc1-c1ccc(N)cc1	-21	.	14	-1.2	140	11*	-6	-1.1	-35	-80	0.6
COc1ccc2c(c1)cc1n2CCN=C1N	-4	99	-1.0	5.2	-13	1	-7	4.7	-26	6	4.3
Cc1nc2ccc(NS(=O)(=O)c3cccc([N+](=O)[O-])c3)cc2s1	-37	117	0.5	1.9	3	9.0*	-14	-0.6	-2	-3	3.5
C[C@@H](C(=O)NCc1ccccn1)[C@@H]1C[C@@]1(C)[C@@H](NC(=O)OCc1ccccc1)c1ccccc1	5	97	-0.9	-2.4	11	-3	-15	-0.1	-15	5	0.5
O=C(N/N=C/c1ccc[nH]1)c1cccnc1	8	93	-1.1	-0.5	0	0	13	-0.7	-4	6	-0.1
COc1ccc(-c2cc(C(=O)Nc3ccc(C)c(C)c3)no2)cc1	-12	103	1.0	-0.8	13	3	-15	-1.4	-4	-5	-0.6
Cc1noc(C)c1S(=O)(=O)N1CCCC(C(=O)NCc2ccccc2Cl)C1 (stereo unspecified)	9	.	-1.7	1.5	-1	-2	-4	-0.6	3	9	3.0
COc1ccc(C(CNC(=O)COc2cc(C)ccc2Cl)N2CCCCC2)cc1 (stereo unspecified)	-9	.	-2.2	0.2	-8	3	3	-0.1	3	11	-1.0
O=C(Nc1cccnc1)c1coc(=O)c2ccccc12	-22	102	-1.9	2.2	-11	0	0	0.9	0	10	0.9
O=C(O)c1cccc(NC(=S)NC(=O)c2ccc(-c3ccc(Cl)cc3)o2)c1	7	102	-2.8	-0.3	5	-3	-7	0.5	8	14	2.1
O=C(Nc1cc(S(=O)(=O)Nc2ccccc2Cl)ccc1O)c1cc2c(s1)CCCC2	1	96	-0.4	1.2	-10	2	-5	-0.1	14	2	0.1
Cc1nc2ccc(NC(=O)COc3ccccc3)cc2s1	-12	.	-0.5	.	.	5	-1	.	-212	2	2.4
CCOC(=O)c1cnc2c(C)c(C)ccc2c1Nc1ccc(S(=O)(=O)Nc2ncccn2)cc1	7	100	-0.9	1.0	-6	-3	-7	-1.7	3	4	-0.9
O=C(CN(c1cccc(Cl)c1)S(=O)(=O)c1ccc(Cl)cc1)N1CCc2ccccc2C1	-9	99	-2.2	0.7	-2	3	-11	0.3	-14	13	2.8
O=C(NCCc1c[nH]c2ccccc12)/C(=C\c1cccnc1)NC(=O)c1ccco1	-12	109	-2.0	6.3	46	5	-1	-2.9	4	10	2.5
CC(=O)c1cccc(NS(=O)(=O)N2CCOCC2)c1	-1	105	-1.6	.	1	-3	-10	.	5	11	1.6
COc1cc(NC(=O)CCNC(=O)Cn2ccc3ccccc3c2=O)cc(OC)c1OC	-19	108	-1.3	2.8	1	0	6	-1.5	-19	9	.
CC(=O)O[C@H]1c2ccccc2-c2ccccc2[C@@H]1OC(C)=O	2	95	-0.9	0.5	-9	-1	-1	-1.1	-12	4	0.7
COc1ccccc1C(=O)N(Cc1ccc(Cl)cc1)C1CCS(=O)(=O)C1 (stereo unspecified)	5	101	-2.4	0.7	-5	3	-1	-3.2	24	13	0.0
Cc1cc(=O)[nH]c(SCC(=O)Nc2ccc(F)cc2)c1C#N	.	103	.	1.9	11	.	.	-0.7	-6	.	6.6
CCN(CC)C(=S)SCC(=O)NC12CC3CC(CC(C3)C1)C2	-2	101	9.1	0.3	-12	1	5	-1.9	12	-52	2.7
CC1CCN(C(=O)CSc2nc(N)c3c4c(sc3n2)CN(C)CC4)CC1	19	115	-0.5	.	.	4	3	.	-42	3	.
